All columns: NCI-60 one-dose screen, growth in % after 48 h at 10 µM unless noted; 100 = growth as untreated, 0 = no growth, -100 = all killed.
HCT-15: HCT-15 colon cancer; 82,000 compounds, 5.2% hits; AID 1794746
SW-620: SW-620 colon cancer; 82,000 compounds, 5.2% hits; AID 1794795
HT29: HT29 colon cancer; 81,000 compounds, 7.4% hits; AID 1794748
IGROV1: IGROV1 ovarian cancer. 79,000 compounds, 4.7% hits
KM12: KM12 colon cancer cells. 82,000 compounds, 5% hits. AID 1794800
OVCAR-4: OVCAR-4 ovarian cancer cells; 80,000 compounds, 3.7% hits; AID 1794784
SK-OV-3: SK-OV-3 ovarian cancer cells; 80,000 compounds, 3.2% hits
HCT-116: HCT-116 colon cancer; 82,000 compounds, 7.3% hits
COLO 205: COLO 205 colon cancer. 79,000 compounds, 7.3% hits. AID 1794742
Starred values were filed as active, the others as inactive; x = not tested or not shown. Rule for the calls: active = growth percent below 10; inactive = the rest. Not a hit list; any-hit rate near 12%.

SMILES | HCT-15 | SW-620 | HT29 | IGROV1 | KM12 | OVCAR-4 | SK-OV-3 | HCT-116 | COLO 205
CC(=O)OCC(=O)[C@@]1(O)CC[C@H]2[C@H]3[C@H]([C@@H](O)C[C@@]21C)[C@@]1(C)CCC(=O)C=C1C[C@@H]3C | 95.7 | 104.0 | 97.2 | 86.8 | 95.6 | 101.6 | 91.3 | 100.1 | 104.4
COc1ccc(/C=N/NC(=O)CSc2nc(-c3cnccn3)cc(-c3cccs3)c2C#N)cc1OC | 89.1 | 60.8 | 60.9 | 104.3 | 51.4 | 97.6 | 120.5 | 55.4 | 106.5
C=C(C)CCc1nccc2ccccc12 | 101.1 | 112.5 | 103.9 | 105.3 | 112.1 | 109.4 | 103.5 | 100.8 | 107.2
Cc1ccc2[nH]c(=S)n(-c3ccc(S(=O)(=O)Nc4ccc(Cl)nn4)cc3)c(=O)c2c1 | 100.6 | 96.2 | 102.9 | 105.3 | 104.0 | 109.8 | 108.2 | 39.7 | 109.6
OC1c2ccccc2-c2ccc(N(Cc3ccc(Br)cc3)Cc3ccc(Br)cc3)cc21 (stereo not given) | 24.5 | 43.2 | 28.9 | 53.5 | 39.6 | 75.7 | 48.0 | 17.2 | 38.8
O=[N+]([O-])c1ccc(N2CCCCC2)cc1 | 99.1 | 107.0 | 97.5 | 103.0 | 99.5 | 118.5 | 112.8 | 101.6 | 103.7
O=C(NC1CCCCC1)/C(=C\c1ccc(/C=C(/NC(=O)c2ccccc2)C(=O)NC2CCCCC2)cc1)NC(=O)c1ccccc1 | 94.4 | 97.2 | 104.9 | 99.8 | 97.9 | 104.2 | 109.9 | 89.6 | 102.3
COc1ccc(NC(=O)Cn2ccc(Nc3ccccc3)cc2=O)cc1 | 93.8 | 110.8 | 107.6 | 113.2 | 100.1 | 107.9 | 96.4 | 100.2 | 105.6
CCCC(=O)OC/C=C(\C)CCC=C(C)C | 103.0 | 113.4 | 102.3 | 109.4 | 102.5 | 108.5 | 103.4 | 102.1 | 104.9
CCOC(=O)C1=Cc2c(-c3cc(Cl)ccc3O)n[nH]c2C(C)(C)C1 | 83.5 | 93.8 | 113.2 | 103.8 | 83.0 | 76.9 | 116.6 | 83.5 | 110.5
COc1cc(/C=C/C(=O)c2cc(OC)c(OC)c(OC)c2)ccc1OCc1ccc(C)cc1 | 99.9 | 118.3 | 108.2 | 112.4 | 104.1 | 112.7 | 109.8 | 103.6 | 112.8
CC(C)CCCC(=O)CCCCCCC(=O)CCN(O)C(=O)C(N)CO (stereo not given) | 58.2 | 111.8 | 112.2 | 104.3 | 93.7 | 133.8 | 96.9 | 75.1 | 106.5
O=[N+]([O-])c1ccc2c(c1)C(=Nc1ccccc1)c1ccccc1-2 | 89.1 | 101.6 | 99.9 | 97.6 | x | 98.4 | 101.2 | 88.8 | 103.1
O=C(O)c1ccccc1-c1nnc2c(Cc3ccccc3)nc3ccccc3n12 | 98.6 | 86.8 | 102.5 | 101.5 | 93.4 | x | 104.5 | 99.4 | 122.0
O=C1Nc2cc(OC(F)(F)F)ccc2Oc2ccc(-c3ccnc(N4CCNCC4)c3)cc21 | -51.4* | -91.8* | -72.7* | -1.6* | -10.6* | 48.0 | 20.5 | -91.4* | -80.2*
O=S(=O)(NCCNc1nccc(-c2c(-c3cccc(F)c3)nc3occn23)n1)c1cccc(F)c1 | 53.7 | 75.7 | 34.4 | 43.5 | 68.1 | 68.4 | 75.6 | 45.8 | 57.3
O=C(Nc1ncccc1OCc1cn(Cc2ccc(Cl)cc2)nn1)c1ccccc1 | 96.4 | 99.3 | 119.2 | 104.9 | 98.3 | 99.0 | 112.9 | 94.8 | 125.2
OCCCNc1nc2nonc2nc1Nc1ccccc1 | 100.3 | 100.8 | 103.9 | 100.9 | 96.4 | 83.2 | 92.4 | 92.4 | 109.2
CCCCCCCCCCCCCCCCCc1nccn1CCO | 8.5* | 61.3 | 13.6 | 68.5 | 85.6 | x | 94.6 | x | 19.0
CS(=O)(=O)Nc1ccc(Nc2c3ccccc3nc3cc([N+](=O)[O-])ccc23)cc1 | 6.8* | 7.0* | 11.8 | 10.5 | -35.7* | 46.8 | 53.3 | 4.9* | 17.1
c1ccc2c(CCc3ccncc3)cccc2c1 | 96.3 | 94.0 | 98.3 | 86.3 | 108.8 | 91.2 | 112.7 | 102.0 | 108.3
Cc1cccc(NC(=O)[C@@H]2c3ccccc3C(=O)N(c3ccc(Cl)cc3)[C@H]2c2ccc(Cl)cc2)n1 | 26.1 | 40.6 | 11.0 | 73.5 | 34.5 | 45.1 | 55.1 | 26.2 | 30.7
O=C1CSC(=S)N1/N=C/c1cccc(OCc2ccccc2)c1 | 90.3 | 100.2 | 104.8 | 116.7 | 107.9 | x | 104.8 | 116.3 | 105.9
COc1ccc(/C=C\C(=O)NC2CC[C@]3(C)[C@H]4CC[C@@H]5[C@@H]([C@@](C)(O)CCC=C(C)C)CC[C@@]5(C)[C@]4(C)CC[C@H]3C2(C)C)cc1 (stereo not given in full) | 66.6 | 90.3 | 92.9 | 89.7 | 93.3 | 72.9 | 82.8 | 23.5 | 98.3
O=C(COc1ccc(-c2nc3ccccc3c(=O)[nH]2)cc1)N/N=C/c1ccccc1 | 103.3 | x | 98.4 | 113.0 | 102.2 | 100.9 | 86.9 | 92.6 | 103.1
Cc1cccc(N(CCO)CCO)c1 | 98.3 | 106.7 | 104.9 | 86.1 | 109.8 | 100.8 | 94.7 | 93.0 | x
CC(=O)/C(C)=C\C1C(C)=CCCC1(C)C (stereo not given) | 104.5 | 103.3 | 103.1 | 118.5 | 102.5 | 111.4 | 97.4 | 97.5 | 104.2
CCCCCN(CCCCC)CC(O)c1ccc2cc(Br)c3ccccc3c2c1 (stereo not given) | 86.9 | 60.6 | 45.6 | 75.4 | 87.1 | 84.4 | 98.2 | 53.3 | 79.4
CC(C)OC(=O)[C@]12CCC(C)(C)C[C@H]1C1=CC[C@@H]3[C@@]4(C)C/C(=C/c5cccnc5)C(=O)C(C)(C)[C@@H]4CC[C@@]3(C)[C@]1(C)CC2 | 69.2 | 70.7 | 100.0 | 87.0 | 74.9 | 66.7 | 103.7 | 40.2 | 71.1
COc1ccc(C=NCCc2ccc(OC)c(OC)c2)cc1OC | 108.7 | 103.9 | 92.1 | 111.2 | 110.7 | x | 109.4 | 106.7 | 106.8
CC1=NN(C(=O)c2sc3nnc(-c4ccccc4)c(-c4ccccc4)c3c2O)C(=O)C1 | 49.0 | 79.4 | 118.6 | x | 71.3 | x | 90.6 | 89.8 | 111.3
CS(=O)CC(O)(c1ccc(F)cc1)C1CC1 (stereo not given) | 105.0 | 106.4 | 109.2 | 101.5 | 101.4 | 103.2 | 108.3 | 106.4 | 107.6
CC(C)OC(=O)/C=C/C(=O)OC(C)C | 106.5 | 102.2 | 90.7 | 103.8 | 115.5 | 106.1 | 100.4 | 96.0 | 105.7
COc1ccc(C(=O)CCC(=O)O)cc1 | 77.6 | 84.5 | 49.8 | 96.8 | 102.9 | 64.8 | 114.7 | 7.8* | 100.7
CCOC(=O)N1CCN(c2nncc3ccccc23)CC1 | 110.8 | 102.1 | 105.5 | 119.6 | 104.0 | 106.8 | 104.8 | 99.1 | 109.3
CCOc1cc2c(cc1OCC)C(c1cc(OC)c(O)cc1Cl)NCC2 (stereo not given) | 86.9 | 99.3 | 56.9 | 90.5 | 88.9 | 89.2 | 103.4 | 76.3 | -37.4*
COC(=O)CNC(=O)[C@H](Cc1ccccc1)NC(=O)[C@@H]1CCCN1C(=O)[C@H](Cc1ccccc1)NC(=O)[C@H](C)NC(=O)OCc1ccccc1 | 102.4 | 103.0 | 109.5 | 106.3 | 100.8 | 85.4 | 104.8 | 109.6 | 108.6
CC(N)C(Cc1ccccc1)c1ccc(Cl)cc1 (stereo not given) | 101.2 | 88.9 | 76.8 | 94.8 | 98.9 | 85.8 | 72.5 | 78.8 | 84.4
NNC(=O)/C(=C\c1cccc([N+](=O)[O-])c1)CC(=O)c1ccc(Cl)c(Cl)c1 | 86.4 | 99.1 | 82.5 | 59.3 | 94.8 | 73.9 | 91.4 | 75.8 | 100.3
Cc1ccc(-c2cc(-c3ccc(Br)s3)[nH]c(=O)c2C#N)s1 | 95.5 | 100.7 | 126.2 | 94.5 | 111.8 | 108.0 | x | 99.8 | x
CC(=O)C1C=CC(C)(C(=O)O)C2C=C(C)C(=O)C(C)(O)C12 (stereo not given) | 94.3 | 102.9 | 106.0 | 102.9 | 118.4 | 113.8 | 115.9 | 109.5 | 111.9
COC(=O)c1cc(C(=O)C(C)(C)C)n2c3ccccc3c3ccccc3c12 | 65.6 | 100.8 | 99.4 | 86.2 | 79.5 | 85.9 | 108.7 | 88.4 | 111.7
COc1ccc(C2CC(c3cc(OC)c(OC)c(OC)c3)=NN2)cc1 (stereo not given) | 36.2 | 48.0 | 29.9 | 62.6 | 15.1 | 84.9 | 81.5 | 53.3 | 55.1
COc1cc(CNC(=O)Cc2ccccc2)ccc1OCc1cn(-c2ccc(Br)cc2)nn1 | 97.5 | 98.5 | 105.3 | 89.3 | 98.4 | 62.9 | 83.8 | 95.6 | 103.4
CCCN(CCC)CCC(O)c1cc2c(c3ccccc13)CCCC2 (stereo not given) | 81.4 | 94.1 | 52.3 | 77.8 | 101.3 | 103.3 | 90.1 | 70.3 | 77.0

Compounds shown so far that contain a COOH group (3):
SMILES | HCT-15 | SW-620 | HT29 | IGROV1 | KM12 | OVCAR-4 | SK-OV-3 | HCT-116 | COLO 205
O=C(O)c1ccccc1-c1nnc2c(Cc3ccccc3)nc3ccccc3n12 | 98.6 | 86.8 | 102.5 | 101.5 | 93.4 | x | 104.5 | 99.4 | 122.0
COc1ccc(C(=O)CCC(=O)O)cc1 | 77.6 | 84.5 | 49.8 | 96.8 | 102.9 | 64.8 | 114.7 | 7.8* | 100.7
CC(=O)C1C=CC(C)(C(=O)O)C2C=C(C)C(=O)C(C)(O)C12 (stereo not given) | 94.3 | 102.9 | 106.0 | 102.9 | 118.4 | 113.8 | 115.9 | 109.5 | 111.9

(next part)
SMILES | HCT-15 | SW-620 | HT29 | IGROV1 | KM12 | OVCAR-4 | SK-OV-3 | HCT-116 | COLO 205
COc1ccc(Oc2ccc(/C=C/C(=O)c3ccc(OC)c(OC)c3)cc2)cc1 | 61.5 | 83.9 | 86.0 | 85.5 | 79.0 | 62.8 | 97.3 | 69.3 | 91.9
Nc1ccc(-c2nnc(NS(=O)(=O)c3ccccc3)s2)cc1 | 111.3 | 99.1 | 98.4 | 111.1 | 109.8 | 104.0 | 105.3 | 115.7 | 101.9
CC(=O)O[C@H]1C[C@H](n2cc(F)c(N)nc2=O)O[C@]1(C)CO | 90.0 | 65.9 | 76.7 | 84.6 | 66.4 | 92.9 | 87.3 | 78.9 | 53.6
CCCCCCC(O)(c1ccc(F)cc1)C(CN1CCOCC1)c1ccccc1 (stereo not given) | 28.1 | 26.3 | 33.1 | 44.0 | 29.0 | 31.7 | 76.7 | 18.5 | -21.7*
c1ccc(OCCN2CCNCC2)cc1 | 117.9 | 118.0 | 103.5 | 124.5 | 107.7 | 122.3 | 116.1 | 110.5 | 124.4
CC(=O)Nc1ccc2c(c1Br)Cc1ccccc1-2 | 85.0 | 100.0 | 100.8 | 109.5 | 84.6 | 98.3 | 121.4 | 92.3 | 119.8
N#Cc1c(Nc2ccccc2)nn2c(-c3ccc(Br)cc3)c(-c3nc4ccccc4s3)c(N)nc12 | 98.4 | 93.5 | 99.2 | 102.7 | 98.6 | 100.2 | 101.6 | 98.1 | 110.1
Cc1cc2c(cc1C)NC1(S(=O)(=O)O)C(=Nc3ccccc31)N2 (stereo not given) | 105.3 | 101.4 | 108.6 | 98.8 | 102.6 | 109.0 | 112.9 | 110.4 | 114.6
NN1C(=O)CSC1=S | 104.8 | 111.0 | 83.9 | 110.0 | 106.1 | 104.7 | 98.6 | 96.8 | 107.1
O=C(Nc1cccc(-n2cc(-c3ccncc3)c(-c3ccc(Cl)c(O)c3)n2)c1)Nc1ccc(Cl)c(Cl)c1 | 19.8 | 24.5 | 45.9 | 28.7 | 8.1* | 29.4 | 18.7 | 11.1 | 30.2
Brc1ccc2[nH]cc(-c3nonc3-c3c[nH]c4ccc(Br)cc34)c2c1 | 70.3 | 96.2 | 81.1 | 84.0 | 70.2 | 85.3 | 87.7 | 77.2 | 98.7
Clc1ccc(COc2ccc(Nc3ncnc4onc(-c5ccccc5)c34)cc2)cc1 | 84.2 | 68.1 | 92.2 | 83.4 | 88.9 | 7.7* | x | 72.1 | 93.5
NC(=O)C(F)(F)C(F)(F)C(N)=O | 108.2 | 124.0 | 107.0 | 116.2 | 104.2 | 109.3 | 106.7 | 110.3 | 121.3

No new results follow: an excerpt of the list.
SMILES | HCT-15 | SW-620 | HT29 | IGROV1 | KM12 | OVCAR-4 | SK-OV-3 | HCT-116 | COLO 205
COc1ccc(Oc2ccc(/C=C/C(=O)c3ccc(OC)c(OC)c3)cc2)cc1 | 61.5 | 83.9 | 86.0 | 85.5 | 79.0 | 62.8 | 97.3 | 69.3 | 91.9
Nc1ccc(-c2nnc(NS(=O)(=O)c3ccccc3)s2)cc1 | 111.3 | 99.1 | 98.4 | 111.1 | 109.8 | 104.0 | 105.3 | 115.7 | 101.9
CC(=O)O[C@H]1C[C@H](n2cc(F)c(N)nc2=O)O[C@]1(C)CO | 90.0 | 65.9 | 76.7 | 84.6 | 66.4 | 92.9 | 87.3 | 78.9 | 53.6
CCCCCCC(O)(c1ccc(F)cc1)C(CN1CCOCC1)c1ccccc1 (stereo not given) | 28.1 | 26.3 | 33.1 | 44.0 | 29.0 | 31.7 | 76.7 | 18.5 | -21.7*
c1ccc(OCCN2CCNCC2)cc1 | 117.9 | 118.0 | 103.5 | 124.5 | 107.7 | 122.3 | 116.1 | 110.5 | 124.4
